Source: PubChem BioAssay (several laboratories)
ABHD5 PLIN5 PPI = ABHD5-PLIN5 interaction inhibitors, primary screen, cell lysate, split luciferase complementation, luminescence. Perilipin-5 (Homo sapiens) + 1-acylglycerol-3-phosphate O-acyltransferase ABHD5 (Homo …. Split G. princeps luciferase complementation, 4 h. inhibition, % at 4 µM. actives 0.78% (n = 360,000);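 active means inhibition above the mean inhibition across every tested compound plus 3 SD, cut at about 22% in these data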;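 further: 0% = DMSO only wells and the 100% control is not disclosed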
MC4R ag barr = MC4R agonists recruiting beta-arrestin, primary screen, cell-based, luminescence, agonist arm of biased-ligand search. Melanocortin receptor 4 (Homo sapiens), P32245. activation, % at 8.9 µM. U2OS MC4R beta-arrestin complementation; percent of melanotan II response, DMSO zero. actives 0.98% (n = 360,000);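 active means activation above a per-plate cutoff, the mean activation of sample wells on that plate plus 3 SD, cut at about 8% in these data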
SRC2 inh = inhibition of GAL4-SRC2 driven luciferase reporter, primary screen, SRC2 inhibitor project, cell-based, luminescence | HEK293 GAL4-SRC2 luciferase reporter | actives 0.17% (n = 370,000) | inhibition, % at 9 µM | Nuclear receptor coactivator 2 (Homo sapiens), Q15596 | AID 651957, 2012;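 active means inhibition above the mean inhibition of all tested compounds plus 3 SD, set per campaign, cut at about 52% in these data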;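 further: 0% = DMSO treated cells and 100% = cells given Gossypol at 36 µM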
TLR9-MyD88 inh = inhibitors of TLR9-MyD88 association in cells, primary screen, cell-based, CHO, BLA complementation, fluorescence | Toll-like receptor 9 (Homo sapiens) + Myeloid differentiation primary response protein … | CCF4 FRET ratio | inhibition, % at 4.98 µM | actives 0.21% (n = 340,000);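 active means inhibition above the mean over all tested compounds plus 3 SD, cut at about 21% in these data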;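 further: 0% = DMSO only wells and 100% = clavulanate BLA inhibitor control wells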
LMP1 NFkB inh = EBV LMP1-driven NF-kappaB luciferase reporter inhibitors, primary screen, cell-based, luminescence, single point. inhibition, % at 12.5 µM. actives 0.69% (n = 350,000). LMP1-induced NF-kappaB luciferase reporter cells. AID 504558, 2011; in the data active means inhibition above about 41%;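 further: 0% = neutral control wells and 100% = reference inhibitor control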
NOD2-RIPK2 inh = NOD2-RIPK2 binding disruptors in cells, primary screen, fluorescence, CHO cells, BLA complementation. Receptor-interacting serine/threonine-protein kinase 2 (Homo sapiens), O43353. CCF4 ratio. inhibition, % at 4.98 µM. actives 0.38% (n = 360,000); in the data active means inhibition above about 21%;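 further: 0% = vehicle only and 100% = reference blocker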
MC4R antag cAMP = MC4R antagonists of cAMP signaling, primary screen, cell-based, TR-FRET, antagonist arm of biased-ligand search; actives 0.48% (n = 360,000); Melanocortin receptor 4 (Homo sapiens), P32245; MC4R-expressing cells, MTII-stimulated cAMP, LANCE TR-FRET; AID 540295, 2011; inhibition, % at 6.5 µM;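 active means inhibition above its plate's cutoff, the mean of tested wells on that plate plus 3 SD, cut at about 29% in these data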;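 further: 0% = Melanotan II alone and 100% = Melanotan II plus saturating MCL0020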
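system = U2OS cells with stable human MC4R expression | also added = Melanotan II challenge after compound preincubation | dosing = one concentration, 6.5 µM nominal | incubation = compound 30 min, challenge 1 h, detection 1 h | measured by = TR-FRET with Eu-cAMP and labeled anti-cAMP, 671 nm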
SRC1 inh = SRC1 coactivator transcriptional activity inhibitors, primary screen, cell-based, luminescence | Nuclear receptor coactivator 1 (Homo sapiens), Q15788 | HEK293 GAL4-SRC1 luciferase reporter | inhibition, % at 3.6 µM | actives 0.12% (n = 360,000);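 active means inhibition above the campaign mean plus 3 SD, with each screening campaign given its own cutoff, cut at about 60% in these data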;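 further: 0% = DMSO treated cells and 100% = gossypol at 36 µM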
Target sequence (Q15788 whole entry, looked up, the tested form may be a part): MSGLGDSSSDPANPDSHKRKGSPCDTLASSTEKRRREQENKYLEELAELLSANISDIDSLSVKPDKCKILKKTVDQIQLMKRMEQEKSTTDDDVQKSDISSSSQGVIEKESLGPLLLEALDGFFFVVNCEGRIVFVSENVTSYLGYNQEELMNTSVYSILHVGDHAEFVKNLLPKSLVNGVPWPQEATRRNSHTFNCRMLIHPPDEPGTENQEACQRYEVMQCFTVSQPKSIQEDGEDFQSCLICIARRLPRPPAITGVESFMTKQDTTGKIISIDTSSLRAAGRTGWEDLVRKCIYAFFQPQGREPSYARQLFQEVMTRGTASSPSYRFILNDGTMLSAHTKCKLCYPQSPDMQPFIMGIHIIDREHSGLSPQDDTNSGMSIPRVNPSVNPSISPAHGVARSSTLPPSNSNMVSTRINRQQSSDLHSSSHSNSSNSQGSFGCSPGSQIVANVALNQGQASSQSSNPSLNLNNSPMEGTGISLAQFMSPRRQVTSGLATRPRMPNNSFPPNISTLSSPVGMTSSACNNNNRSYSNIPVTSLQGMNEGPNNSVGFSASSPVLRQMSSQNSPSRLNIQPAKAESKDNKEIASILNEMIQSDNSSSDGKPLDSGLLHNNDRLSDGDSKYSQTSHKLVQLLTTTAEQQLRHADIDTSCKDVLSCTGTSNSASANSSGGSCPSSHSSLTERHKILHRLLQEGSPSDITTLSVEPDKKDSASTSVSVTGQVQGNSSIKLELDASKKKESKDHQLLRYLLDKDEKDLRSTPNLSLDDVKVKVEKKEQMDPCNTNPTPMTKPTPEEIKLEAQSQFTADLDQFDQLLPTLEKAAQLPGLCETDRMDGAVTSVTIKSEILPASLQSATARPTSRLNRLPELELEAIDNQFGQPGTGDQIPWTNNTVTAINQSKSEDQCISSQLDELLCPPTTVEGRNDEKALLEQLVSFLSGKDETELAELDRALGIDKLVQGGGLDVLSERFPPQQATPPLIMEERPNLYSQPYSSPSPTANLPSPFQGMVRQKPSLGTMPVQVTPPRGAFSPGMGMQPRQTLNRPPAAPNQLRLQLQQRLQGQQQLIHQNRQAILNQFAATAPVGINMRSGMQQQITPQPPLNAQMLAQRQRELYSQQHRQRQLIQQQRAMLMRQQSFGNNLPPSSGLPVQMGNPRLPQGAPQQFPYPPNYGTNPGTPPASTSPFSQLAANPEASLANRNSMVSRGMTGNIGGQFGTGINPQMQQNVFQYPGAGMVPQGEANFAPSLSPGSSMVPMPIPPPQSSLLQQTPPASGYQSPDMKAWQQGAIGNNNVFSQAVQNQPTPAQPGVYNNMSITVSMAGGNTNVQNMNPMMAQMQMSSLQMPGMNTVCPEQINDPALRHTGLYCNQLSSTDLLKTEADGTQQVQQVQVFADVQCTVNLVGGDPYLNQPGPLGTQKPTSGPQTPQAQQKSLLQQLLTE
NR5A2 inv ag = LRH-1 (NR5A2) inverse agonists, primary screen, cell-based, luminescence, HEK293T, StAR-luciferase reporter; actives 0.13% (n = 360,000); inhibition, % at 3.6 µM; LRH-1 transfected, 24 h; AID 602396, 2012; Nuclear receptor subfamily 5 group A member 2 (Homo sapiens), O00482;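 active means inhibition above the mean inhibition of all tested compounds plus 3 SD, cut at about 73% in these data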;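 further: 0% = DMSO wells and 100% = reporter-only cells lacking LRH-1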
NCOA3 inh = SRC3 coactivator transcriptional activity inhibitors, primary screen, cell-based, luminescence; inhibition, % at 3.6 µM; HEK293 GAL4-SRC3 luciferase reporter; Nuclear receptor coactivator 3 (Homo sapiens), Q9Y6Q9; actives 0.17% (n = 360,000); AID 588352, 2011;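 active means inhibition above a per-campaign cutoff, the mean of all compounds plus 3 SD, cut at about 60% in these data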;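 further: 0% = DMSO-treated cells and 100% = gossypol-treated cells at 36 µM; higher means less SRC3-driven luciferase light from the GAL4 reporter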
COUP-TFII inh = NR2F2 transcriptional activity inhibitors, primary screen, cell-based, luciferase reporter, HEK293T, luminescence. COUP transcription factor 2 (Homo sapiens), P24468. HEK293T NGFI-A luciferase reporter. inhibition, % at 8.6 µM. actives 0.7% (n = 370,000);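 active means inhibition above a per-plate cutoff, mean inhibition of test wells between control levels plus 3 SD, cut at about 38% in these data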;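 further: cells cotransfected with COUP-TFII expression vector driving the NGFI-A reporter; 0% = median of COUP-TF2 test wells and 100% = reporter-only cells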
Starred values were filed as active, the others as inactive; . = no result given. This is a subset; count on the stated rates, not on these rows.

SMILES | ABHD5 PLIN5 PPI | MC4R ag barr | SRC2 inh | TLR9-MyD88 inh | LMP1 NFkB inh | NOD2-RIPK2 inh | MC4R antag cAMP | SRC1 inh | NR5A2 inv ag | NCOA3 inh | COUP-TFII inh
COc1ccc(CNC(=O)c2c(O)c3ccccc3n(C)c2=O)cc1OC | 0.0 | 1.2 | -32.9 | -6.5 | 11.0 | -6.7 | 9.9 | 2.8 | 2.3 | -12.2 | 5.0
COc1cc2c(cc1OC)-c1cc(NC3CCCCC3)nc(=O)n1CC2 | -3.1 | -2.0 | -34.1 | -1.8 | 4.8 | 1.5 | -2.0 | -25.8 | -1.8 | -30.0 | -39.2
COc1ccc(-c2csc(NC(=O)c3c(C)noc3C)n2)cc1 | 0.6 | -1.4 | 2.8 | 9.3 | 0.9 | 6.1 | 9.3 | -23.9 | -41.9 | -28.7 | 14.7
O=C(COc1ncnc2ccc(Br)cc12)NCc1ccco1 | -2.3 | -2.0 | 3.2 | -2.5 | -5.3 | 7.0 | -2.1 | -12.6 | -10.5 | -15.4 | 1.4
COc1ccc(N/N=C/c2c(C(=O)O)ccc3ccccc23)cc1 | 3.6 | -1.2 | 14.6 | -0.4 | 68.8* | 11.1 | 7.8 | 13.0 | -20.3 | 52.1 | -10.4
COc1cc(/C=N/NC(=O)c2cccnc2)ccc1OS(=O)(=O)c1cc(C)ccc1C | 4.1 | 0.7 | 15.2 | -5.8 | 0.6 | 0.2 | 0.6 | 12.0 | -11.3 | 13.3 | -0.6
COC(=O)c1c(C(=O)OC)c(-c2cccc(C)c2)n2c1CS(=O)C2 (configuration not stated) | -1.0 | 0.7 | -8.8 | 2.9 | 6.6 | -4.3 | 16.9 | 8.2 | -4.4 | 22.3 | -13.8
CCN(CC)CC(=O)N1N=C(c2cccs2)CC1c1ccco1 (configuration not stated) | 0.9 | -0.5 | 8.3 | -6.7 | 4.4 | -4.7 | 1.4 | -1.6 | 15.3 | 10.0 | -2.2
COc1ccc(OC)c2[nH]c(=O)c(CCNC(=O)CC(C)C)cc12 | -1.4 | -1.0 | -37.3 | 11.6 | -1.2 | -8.9 | -3.7 | -11.0 | 6.8 | 8.4 | -0.6
CCCN(CCC)S(=O)(=O)c1ccc(C(=O)OCCN2C(=O)c3cccc4c(N5CCOCC5)ccc(c34)C2=O)cc1 | -6.8 | -3.0 | . | 11.3 | 16.2 | 17.7 | 9.1 | -6.7 | 7.3 | 3.1 | .
COc1ccc(S(=O)(=O)NC(=O)C2(C)CCN2C(=O)Cc2cc(C)cc(C)c2)cc1OC (configuration not stated) | -5.5 | -1.6 | -58.4 | . | . | -4.0 | -3.1 | -9.6 | 15.2 | -10.4 | 8.8
Cc1cc(C)c2nc(N(CCCN(C)C)C(=O)c3ccc(S(=O)(=O)N4CCCCCC4)cc3)sc2c1 | 14.0 | 3.7 | -4.8 | -0.6 | -0.3 | 4.7 | 9.7 | -6.5 | -29.6 | 11.1 | 2.5
C=CCSc1nc2ccccc2c2nc(-c3ccccc3)nn12 | 8.7 | 0.5 | 9.1 | 8.8 | 6.7 | -13.5 | 0.0 | 4.3 | 3.5 | 4.5 | 22.5
Cc1ccc(NC(=S)NNc2ccc([N+](=O)[O-])cc2S(=O)(=O)Nc2ccccc2C(=O)O)cc1C | -13.8 | -1.0 | 2.1 | 10.0 | 4.3 | -1.6 | 0.1 | 15.3 | -6.2 | -5.4 | 0.5
CN(Cc1ccccc1)C(=O)c1cccc(NC(=O)Cc2cccc(NC(=O)C3CCN(C(=O)c4ccccc4)CC3)c2)c1 | 2.3 | 0.9 | -1.9 | 7.0 | -2.0 | -8.9 | -1.9 | 5.0 | 25.9 | 2.3 | 21.0
CCN(CC)C(=O)c1cc(-c2ccccc2OC)on1 | -2.4 | -0.3 | -29.2 | 7.6 | -12.5 | -3.2 | 16.1 | -67.8 | -100.3 | -36.8 | -1.8
COc1cc(NC(=O)CN(C)S(=O)(=O)c2ccc(C)cc2)cc(OC)c1 | 3.2 | -1.1 | -22.0 | -3.3 | -3.1 | 5.7 | 6.4 | -22.7 | -4.2 | -4.0 | 6.4
COc1ccc(-c2nc(-c3ccccc3)nc(Cl)c2C#N)cc1 | -2.6 | -0.3 | 8.9 | -2.5 | 2.5 | -10.5 | 0.1 | -4.4 | -7.0 | 5.6 | 7.3
CC(C)(C)c1ccc(Cn2cnc(-c3ccc([N+](=O)[O-])cc3)c2)cc1 | -11.7 | 0.4 | -57.2 | 7.6 | -19.0 | 2.6 | 5.6 | -48.6 | -64.3 | -43.5 | -1.9
O=C1C=C(c2ccccc2)OC(c2ccccc2)O1 (configuration not stated) | 0.8 | -2.1 | -6.8 | -5.3 | -9.4 | -1.4 | 5.5 | -7.7 | -2.8 | 6.9 | 1.8
O=C1CCCc2oc3c(cc(NS(=O)(=O)c4ccc5c6c(cccc46)C(=O)N5)c4ccccc43)c21 | 15.6 | -3.0 | -25.3 | 2.5 | 0.2 | 5.1 | -76.3 | 6.2 | 15.4 | -4.0 | -15.9
CCOC(=O)c1cncc(C#CCOC(=O)Nc2ccc(OC(F)(F)F)cc2)c1 | -2.3 | -1.3 | 4.4 | 2.0 | 3.7 | 1.1 | 4.7 | 3.8 | -3.6 | 5.4 | 1.7
COc1ccc(CCN(Cc2cc3cc(C)c(C)cc3nc2Cl)C(=O)C2CC2)cc1 | -7.9 | -1.7 | 4.8 | -2.3 | 9.2 | -8.5 | 4.0 | -0.7 | -0.6 | -20.5 | 13.5
COc1ccc(CN(C(=O)c2oc3ccccc3c2C)C2CCS(=O)(=O)C2)cc1OC (configuration not stated) | 9.0 | 0.2 | -5.1 | -5.1 | 6.0 | -9.2 | 2.1 | -5.4 | 8.4 | 15.2 | -21.2
COc1ccc(/C=N/n2c(-c3ccc(C)cc3)n[nH]c2=S)cc1OC | -6.0 | -1.8 | 18.2 | 2.7 | 12.3 | -5.5 | 1.6 | -8.9 | 3.7 | -10.2 | -1.5
COc1ccc(C(=O)NCc2nnc(SCC(=O)NCc3ccco3)o2)cc1 | -1.9 | -1.1 | -8.3 | -1.3 | -5.4 | -50.0 | 4.7 | -63.7 | -17.8 | -12.7 | -8.1
COc1cccc(N(C(=O)Cn2nnc(-c3cccs3)n2)C(C(=O)NC(C)C)c2ccc(C)o2)c1 (configuration not stated) | 3.2 | 0.8 | -24.0 | -2.5 | 2.2 | -7.7 | 12.8 | -9.5 | 8.4 | 8.4 | 1.0
COc1cccc(C(=O)CSc2nnc(COc3cccc4cccnc34)o2)c1 | -3.1 | -0.2 | 3.6 | 1.5 | 12.2 | -8.2 | 9.0 | 0.7 | 20.2 | 29.6 | 25.9
CCC(=O)c1ccc(OCc2ccc(C#N)cc2)cc1 | -6.1 | -1.1 | -42.9 | -3.0 | -12.4 | 1.1 | -1.0 | -76.1 | -90.1 | -44.2 | -10.4
CCCc1nn2c(=O)cc(CSCC(=O)Nc3ccc(F)cc3)nc2s1 | -3.9 | 1.0 | -5.7 | -11.6 | -0.6 | 4.2 | 15.6 | 15.3 | -11.9 | -12.9 | -2.8
CC1(C(=O)NCc2cccnc2)CCC(=O)N1Cc1cccs1 (configuration not stated) | 9.7 | 0.0 | 17.9 | 3.7 | -1.5 | 1.7 | 2.9 | -17.2 | -34.2 | -5.7 | 6.8
CN1CCN(C(=S)NC(=O)c2ccccc2Br)CC1 | -7.2 | -1.6 | 20.1 | -5.1 | -1.6 | -0.9 | -5.5 | 14.2 | -2.6 | -25.1 | -0.2
CN(CC(=O)Nc1ccc(F)c(F)c1F)C(=O)C1COc2ccccc2O1 (configuration not stated) | -1.0 | -3.1 | -14.1 | -5.2 | -5.9 | -2.9 | -2.7 | 0.8 | 19.1 | 17.7 | -4.9
CCn1c(SCc2ccccc2F)nnc1-c1ccncc1 | 1.5 | -2.5 | 3.0 | 6.6 | -6.5 | 6.8 | 3.5 | -21.4 | 1.2 | 12.0 | -0.5
O=c1[nH][nH]c(C(F)(F)F)c1C=NCc1cccc(Cl)c1 | 2.8 | -1.8 | 1.5 | 3.1 | 9.0 | -1.2 | 6.3 | -12.8 | -3.4 | 26.4 | 7.5
Nc1cc(C(=O)O)ccc1N1CCCCCC1 | -1.1 | -1.4 | -39.6 | -6.7 | -0.9 | -7.5 | -2.8 | -6.1 | 9.4 | -8.4 | 10.9
CC(=O)Nc1ccc(OC(=O)c2cccs2)cc1 | 0.1 | -0.1 | -3.7 | -7.7 | -7.0 | -10.5 | -3.9 | -21.8 | -2.2 | 0.8 | -18.2
O=C(COc1ccccc1C(=O)NCc1ccncc1)Nc1ccc(Br)cc1 | 4.6 | -1.1 | -35.2 | -4.6 | -13.3 | 2.1 | 4.2 | -6.2 | 7.3 | -2.9 | -14.1
Cc1cccc(NC(=O)c2cc(S(=O)(=O)N3CCCCC3)c[nH]2)c1 | -5.1 | -0.2 | -7.0 | . | . | -6.6 | 2.1 | -12.9 | -6.0 | -15.1 | -17.1
COc1ccc(NC(=O)CSc2nnnn2C2CCCC2)cc1 | -3.1 | 0.1 | -13.5 | -5.2 | 1.6 | -3.6 | 22.5 | -14.6 | -0.1 | 14.7 | 7.3

Part of the list above, with each value named:
COC(=O)c1c(C(=O)OC)c(-c2cccc(C)c2)n2c1CS(=O)C2 (configuration not stated)
  ABHD5 PLIN5 PPI: -1.0; MC4R ag barr: 0.7; SRC2 inh: -8.8; TLR9-MyD88 inh: 2.9; LMP1 NFkB inh: 6.6; NOD2-RIPK2 inh: -4.3; MC4R antag cAMP: 16.9; SRC1 inh: 8.2; NR5A2 inv ag: -4.4; NCOA3 inh: 22.3; COUP-TFII inh: -13.8
CN(CC(=O)Nc1ccc(F)c(F)c1F)C(=O)C1COc2ccccc2O1 (configuration not stated)
  ABHD5 PLIN5 PPI: -1.0; MC4R ag barr: -3.1; SRC2 inh: -14.1; TLR9-MyD88 inh: -5.2; LMP1 NFkB inh: -5.9; NOD2-RIPK2 inh: -2.9; MC4R antag cAMP: -2.7; SRC1 inh: 0.8; NR5A2 inv ag: 19.1; NCOA3 inh: 17.7; COUP-TFII inh: -4.9
